# Screening data deposited in PubChem BioAssay by The Scripps Research Institute Molecular Screening Center.
# TEAD-YAP block – TEAD-YAP interaction inhibition, primary screen, TEAD-YAP interaction inhibitor project, luminescence, HEK-TIYL cells; TEAD-Gal4/YAP UAS-luciferase luminescence; inhibition, % at 9.12 µM; hit rate 1.4% among 640,000; AID 1259422, 2018; in the data active = inhibition above about 32%;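 also: 0% = median of test compound wells and 100% = reference inhibitor wells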
# GPR151 ag – activators of human GPR151, primary screen, cell-based, PathHunter beta-arrestin, luminescence | hit rate 1% among 650,000 | activation, % at 11.2 µM | PathHunter beta-arrestin GPR151 cells; in the data active = activation above about 4.9%;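 also: 0% = median of compound wells and 100% = cells with positive control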
# FBW7 act – FBW7 E3 ligase activators, primary screen, biochemical, AlphaScreen, human. hit rate 0.13% among 650,000. F-box/WD repeat-containing protein 7 (Homo sapiens), Q969H0. AID 1259310, 2017. AlphaScreen FBW7–phospho-cyclin E peptide binding, activator screen. normalized activity (activation), % at 26.1 µM; in the data active = normalized activity above about 1.9%;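 also: purified mutant Fbw7 with reduced substrate affinity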
# Target sequence (Q969H0 whole entry, looked up): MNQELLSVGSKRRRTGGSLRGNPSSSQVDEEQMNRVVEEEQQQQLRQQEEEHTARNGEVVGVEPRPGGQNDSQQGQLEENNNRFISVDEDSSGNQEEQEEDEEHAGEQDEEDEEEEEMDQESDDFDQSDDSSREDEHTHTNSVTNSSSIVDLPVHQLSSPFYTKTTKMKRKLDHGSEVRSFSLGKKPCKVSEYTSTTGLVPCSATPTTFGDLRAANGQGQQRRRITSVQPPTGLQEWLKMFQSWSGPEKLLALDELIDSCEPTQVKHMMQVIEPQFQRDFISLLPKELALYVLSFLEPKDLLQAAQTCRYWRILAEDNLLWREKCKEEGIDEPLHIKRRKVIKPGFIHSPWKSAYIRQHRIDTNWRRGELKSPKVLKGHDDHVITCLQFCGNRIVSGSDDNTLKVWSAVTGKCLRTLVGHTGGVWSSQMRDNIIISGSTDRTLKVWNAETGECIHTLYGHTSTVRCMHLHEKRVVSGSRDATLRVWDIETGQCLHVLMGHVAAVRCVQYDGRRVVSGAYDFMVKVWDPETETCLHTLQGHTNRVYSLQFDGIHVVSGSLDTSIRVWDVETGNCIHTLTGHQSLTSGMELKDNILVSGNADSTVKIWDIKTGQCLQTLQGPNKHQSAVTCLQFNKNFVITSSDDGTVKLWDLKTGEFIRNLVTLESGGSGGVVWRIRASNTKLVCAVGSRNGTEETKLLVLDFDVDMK
# MITF inh – MITF inhibitors, primary screen, biochemical, AlphaScreen, human | hit rate 0.91% among 650,000 | AID 1259374, 2018 | inhibition, % at 2.6 µM | AlphaScreen MITF homodimerization, bead proximity signal; in the data active = inhibition above about 50%;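 also: 0% = vehicle wells with protein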
# An asterisk follows results filed as active.
SMILES,TEAD-YAP block,GPR151 ag,FBW7 act,MITF inh
CCN(CCCNC(=O)c1nn(-c2ccccc2OC)c(=O)c2ccccc12)c1cccc(C)c1,5,0.1,-0.1,-4
O=C(Nc1cccnc1NCCc1ccccc1)c1cccnc1Cl,2,0.7,0.1,7
CC(C)[C@@H](CO)Nc1ccc2ncc(-c3ccsc3)n2n1,32*,-0.3,0.0,0
Cc1cc(C)cc(Oc2coc3cc(OCC(=O)NCc4ccccc4)ccc3c2=O)c1,1,0.2,-0.1,3
CC(=O)NC1(c2ccccc2)CCN(C(=O)C(C)(C)C)CC1,4,-1.3,0.2,11
CC1=NN(C(=S)c2ccccc2)C(C)(O)C1 (stereo not given),-30,-0.9,0.2,11
Cc1ccc(CNC(=O)CN(c2cc(C(F)(F)F)ccc2Cl)S(=O)(=O)c2ccccc2)cc1,-14,-0.4,0.2,8
COc1ccccc1C(=O)Nc1ccc(NC(=O)C(C)(C)C)cn1,11,1.0,-0.3,-3
CC1=C(C(=O)OC2CCCCC2)C(c2ccccc2OC(C)C)C2=C(CC(C)(C)CC2=O)N1 (stereo not given),-7,-0.8,0.0,13
COc1ccccc1C(=O)NNC(=O)CCC(=O)NCc1ccccc1,9,-0.1,0.0,11
Cc1cccc(Cc2c(C)nc3c(C(=O)N4CCCC4)cnn3c2C)c1,-6,1.9,0.1,-1
Cn1cccc1/C=N/NC(=O)c1cc(Cl)ccc1O,-18,-2.5,-0.2,-7
Cc1cc(Nc2ccc3c(c2)OCCO3)c2ccccc2n1,5,1.1,-0.1,-12
CC(=O)NCc1nnc2n1CCN(Cc1ccc(-c3ccccc3C)cc1)CC2,0,1.3,0.0,-4
COc1ccc(/C=N/NC2=NCCCCC2)cc1OC,5,1.0,-0.2,-2
CS(=O)(=O)N(CC(=O)NCc1ccccn1)c1ccc(OCc2ccccc2)cc1,0,-1.1,0.6,-7
CC(C)NC(=O)/C(=C/c1ccccc1F)NC(=O)c1ccccc1,2,-0.3,0.1,14
c1ccc(-c2cn(-c3ccccc3)c3ncnc(NN4CCOCC4)c23)cc1,-3,0.3,0.5,10
CCC(C)NCC(=O)Nc1ccc(S(N)(=O)=O)cc1 (stereo not given),-7,-0.2,-1.1,-1
COc1ccc(-c2ocnc2C(=O)N2CCN(CC(N)=O)CC2)cc1OC,6,-0.4,-0.3,6
CN(C)C(=O)Cn1nc2c3c4c(sc3ncn2c1=O)CCCC4,-3,0.3,0.3,-6
Cc1c(C(=O)N/N=C\c2ccccc2)nnn1-c1nonc1N,10,0.3,-0.2,-2
COCCOC(=O)c1c(C)oc2ccc(OC)cc12,-2,0.1,-0.1,-2
CCCCOC(=O)c1ccc(NC(=O)COc2ccc(Br)cc2Br)cc1,1,-1.2,0.2,-7
COc1ccc(Cc2nnc(SCC(=O)Nc3ccc(C)c([N+](=O)[O-])c3)o2)cc1,8,7.4*,-0.1,10

# By substructure: the entries above containing a halogen (5)
SMILES,TEAD-YAP block,GPR151 ag,FBW7 act,MITF inh
O=C(Nc1cccnc1NCCc1ccccc1)c1cccnc1Cl,2,0.7,0.1,7
Cc1ccc(CNC(=O)CN(c2cc(C(F)(F)F)ccc2Cl)S(=O)(=O)c2ccccc2)cc1,-14,-0.4,0.2,8
Cn1cccc1/C=N/NC(=O)c1cc(Cl)ccc1O,-18,-2.5,-0.2,-7
CC(C)NC(=O)/C(=C/c1ccccc1F)NC(=O)c1ccccc1,2,-0.3,0.1,14
CCCCOC(=O)c1ccc(NC(=O)COc2ccc(Br)cc2Br)cc1,1,-1.2,0.2,-7

# (continued)
SMILES,TEAD-YAP block,GPR151 ag,FBW7 act,MITF inh
Nc1c(C(=O)Nc2ccccc2)sc2nc3c(c(-c4ccco4)c12)CCCC3,-1,-0.9,-0.2,-7
Cc1ccc(S(=O)(=O)NC(=O)N2c3ccccc3CCc3ccccc32)cc1,-1,7.4*,0.0,-4
Cc1ccc(O)c(NC(=O)COc2ccc(I)cc2)c1,-11,1.4,0.0,-1
CCC(=O)Nc1ccc(C(=O)N2CCCCC2C)cc1 (stereo not given),-7,-0.6,0.2,-16
COC(=O)c1scc(C)c1N/N=C(\C)c1ccc(F)cc1,5,3.2,0.2,9
FC(F)(F)c1ccc(Cn2cnc3c(NCCOc4ccccc4)nc(-c4ccc(N5CCOCC5)nc4)nc32)cc1,8,0.1,2.0*,20
CC1(C)CC(=O)C2=C(C1)Nc1ccc3ccccc3c1C2c1ccc(F)cc1 (stereo not given),4,0.7,-0.1,-2
COc1ccc2nc(NC(=O)c3ccc(Br)s3)sc2c1,-64,0.9,0.1,-1
O=C(CSc1nnc(NC(=O)c2ccccc2C(=O)O)s1)Nc1ccccc1Cl,0,-0.4,0.1,7
CC(O)c1ccc(NC(=O)c2nn3c(c2Br)NC(c2cccs2)CC3C(F)(F)F)cc1 (stereo not given),9,-0.2,0.1,-9
COc1ccccc1OCC(=O)NCC1CCCN(C(=O)CCN2CCCO2)C1 (stereo not given),0,-0.8,-0.1,-6
O=C(NCCNC(=O)C1CCCNC1=O)c1ccc(Cl)cc1 (stereo not given),4,-0.3,0.1,1
CS(=O)(=O)Nc1ccc2c3c(cccc13)CC2,1,1.5,0.1,-2
CCCCOc1ccc(S(=O)(=O)NC(C)c2ccccc2)cc1 (stereo not given),9,-0.4,0.4,-9
COc1ccc(OCc2nn3c(-c4ccc(C)cc4)nnc3s2)cc1,1,-1.7,0.2,-4
Oc1cc2c(cc1O)C(c1c(F)cccc1F)NCC2 (stereo not given),-5,1.6,-0.1,-9
Cc1c(C(=O)N(C)C)sc2[nH]c(=O)n(-c3ccccc3[N+](=O)[O-])c(=O)c12,-2,0.1,-0.1,-10
CC(C)/C=C/CN1CCc2nnc(-c3ccccc3)n2CC1,6,-0.9,0.0,4
CCOc1cc(/C=C2\SC(=S)NC2=O)cc(Cl)c1OCC(=O)OC,-3,-2.1,0.1,17
Cc1ccc(Cl)cc1NC1=NS(=O)(=O)c2ccccc21,0,-0.4,-0.1,10
Cc1ccccc1C(=O)N/N=C/c1ccc(OCC(=O)N2CCCCC2)cc1,4,6.7*,0.4,12
CCCn1c(NCc2cccc(OC)c2OC)nc2ccccc21,-19,-0.4,0.5,19
CCCC(=O)NC(=S)N1CCN(c2ccc([N+](=O)[O-])cc2)CC1,5,1.3,0.1,-1
CCOC(=O)C1=C(C)NC(=S)NC1c1cc(Br)ccc1OCC(=O)O (stereo not given),1,0.0,-0.3,-1
CCOC(=O)c1cnc2c(C)cc(C)cc2c1NCCCN1CCOCC1,7,2.4,-0.2,11

# Laid out differently: results already given
# Each structure is followed by: TEAD-YAP block, GPR151 ag, FBW7 act, MITF inh
> CC(=O)NC1(c2ccccc2)CCN(C(=O)C(C)(C)C)CC1
 : 4, -1.3, 0.2, 11
> CC1=C(C(=O)OC2CCCCC2)C(c2ccccc2OC(C)C)C2=C(CC(C)(C)CC2=O)N1 (stereo not given)
 : -7, -0.8, 0.0, 13
> Nc1c(C(=O)Nc2ccccc2)sc2nc3c(c(-c4ccco4)c12)CCCC3
 : -1, -0.9, -0.2, -7
> Cc1c(C(=O)N/N=C\c2ccccc2)nnn1-c1nonc1N
 : 10, 0.3, -0.2, -2

# Next entries follow.
SMILES,TEAD-YAP block,GPR151 ag,FBW7 act,MITF inh
CCn1ncc(Cc2cnn(CC)c2C)c1C,-7,-0.4,0.0,3
Cc1ccc(N/C=C2/CCCCC2=O)c(O)c1,-27,-0.2,0.0,2
O=C1c2cc3cccc(Br)c3cc2C(=O)N1Nc1c(Cl)cc(Cl)cc1Cl,-5,-0.7,-0.1,0
COc1ccc(-n2nnc3c(=O)n(CC(=O)NC4CCCC4)cnc32)cc1,1,-0.3,0.0,-17
Cc1cccc(C)c1-n1c(SCc2cccc([N+](=O)[O-])c2)nc2c(sc(=S)n2CCc2ccccc2)c1=O,-4,-0.3,-0.2,-2
CCc1c(C)nc2ccc(OC)cc2c1SCCC(=O)O,-13,-0.6,1.2,13
CCOC(=O)N1CCC2(CC1)OCc1cc(-c3ccsc3)ccc1O2,-9,-0.8,0.0,-4
COCc1cc(=O)[nH]c(SCC(=O)Nc2cc(Cl)ccc2Cl)n1,8,1.6,-0.4,-2
O=C(C1CCCCC1)N1CCN(c2nc3ccccc3o2)CC1,6,0.8,0.1,9
O=C(NCC(c1ccc(F)cc1)N1CCOCC1)Nc1cccc(Cl)c1 (stereo not given),9,0.2,0.0,2
Cc1cc(NC(=O)c2ccc([N+](=O)[O-])cc2)n(-c2nc3ccccc3n2C)n1,6,-0.2,-0.2,1
COc1cc(C)c(S(=O)(=O)N2CCN(Cc3ccccc3)CC2)cc1C,6,0.3,0.0,12
Cc1ccc(NC(=O)CSc2n[nH]c(-c3ccccc3)n2)cc1,10,-1.5,0.3,19
CCN(CC)C(=O)CSC1=C(C#N)C(c2cccs2)C(C(=O)Nc2ccccc2)=C(C)N1 (stereo not given),3,0.6,-0.1,5
CCOC(=O)N1CCN(C(=O)Cn2cc(NC(=O)CCOc3ccccc3)cn2)CC1,-1,-0.6,-0.1,2
COc1ccc(C2CC(=O)C3=C(C2)Nc2ccccc2NC3c2ccsc2)cc1 (stereo not given),12,-0.9,0.7,8
CCN(c1ccccc1)S(=O)(=O)c1ccc(F)c(C(=O)Nc2cc(C)ccc2C)c1,-2,-0.1,-0.1,1
CN(Cc1ccccc1)C(=O)CSc1nc2cc(C(=O)NCc3ccco3)ccc2c(=O)n1-c1ccc(F)cc1,-1,1.4,0.1,10
Cn1c(CN2CCCCC2)c(-c2ccccc2)c2cc([N+](=O)[O-])ccc21,1,0.1,-0.1,-10
O=C(Nc1ccc(F)cc1[N+](=O)[O-])c1nn2c(C(F)(F)F)cc(-c3ccccc3)nc2c1Br,6,-0.3,0.0,10
COc1ccc(Br)cc1/C=C1/N=C(c2cc([N+](=O)[O-])ccc2OC)OC1=O,1,-0.9,0.0,-12
O=C(CCCn1c(=S)[nH]c2cc3c(cc2c1=O)OCO3)N1CCN(c2cccc(Cl)c2)CC1,-16,0.9,0.0,-17
CSC1CCCCC1(O)CSc1nc2c(cc1C#N)CCCC2 (stereo not given),1,0.6,0.1,14
COc1ccccc1OCC(=O)N1CCC2(CCC(CNC(=O)C3CCCCC3)O2)CC1 (stereo not given),0,-0.2,-0.1,5
CCOc1ccc(Nc2cc(N3CCN(c4cccc(C(F)(F)F)c4)CC3)c3noc4c3c2C(=O)c2ccccc2-4)cc1,1,0.1,-0.1,9
# Continued:
SMILES,TEAD-YAP block,GPR151 ag,FBW7 act,MITF inh
CC(C)NC(=O)NC(=O)COC(=O)Cc1c(F)cccc1Cl,2,0.6,0.0,0
O=S(=O)(Nc1nccs1)c1ccc(-n2cnnn2)cc1,6,0.4,0.3,35
CCOc1ccc(Nc2nc(C(=O)N3CCCC3)cs2)cc1,-22,0.6,0.0,-6
O=C(Nc1nccs1)c1cc2ccccc2c(=O)o1,-47,3.6,-0.1,-9
NC(=O)C1CCN(Cc2ccc(Cl)c(Cl)c2)CC1,5,-0.5,0.3,53*
CC(C)[C@@H]1NC(=O)[C@@H]2C[C@H](NCc3ccc(F)c(F)c3)CN2C1=O,-2,0.3,0.0,6
COc1ccc(NC(=O)C(NS(=O)(=O)c2cccc3nsnc23)C(C)C)cc1 (stereo not given),2,0.7,0.1,18
CCOc1ccc(-c2noc(CCC(=O)NC3CCCCC3)n2)cc1OC,-2,-1.2,-0.2,-5
Cc1nc(NCC2CC2)sc1-c1ccn(Cc2ccc(F)cc2)n1,3,-0.8,0.5,12
COc1ccc(CCNC(=O)COC(=O)c2nsc(Cl)c2Cl)cc1OC,-3,-0.4,0.3,16
COc1ccc(C2NC(=S)NC(C)=C2C(N)=O)c2ccccc12 (stereo not given),-11,-1.5,0.1,12
C=CCN(c1ccccc1)S(=O)(=O)c1ccc(F)c(C(=O)Nc2ccc(C)cc2)c1,20,0.4,-0.1,-4
Cc1cc(Nc2ccccc2)nc(-c2ccccc2)n1,-84,1.2,-0.1,-10
COc1ccccc1C(=O)Nc1nnc(-c2ccco2)o1,-3,-0.1,-0.1,6
Cc1cccc(C)c1NC(=O)Cn1c(=O)c2cccn2c2ccccc21,2,-0.1,0.2,0
CCOC(=O)c1c(C)n(C)c2c1cc(OC(=O)C(C)(C)C)c1ccccc12,7,-0.9,0.0,1
CCC(=O)N1CCN(c2ccc(NC(=O)Cc3ccccc3)cc2)CC1,-7,0.1,0.0,2
CCN1CCCC1CNC(=O)Cn1ncc2c3ccccc3n(Cc3ccccc3)c2c1=O (stereo not given),-15,-0.1,0.0,0
COC(=O)c1cc(NC(=O)c2cc(Cl)ccc2[N+](=O)[O-])cc(C(=O)OC)c1,-2,0.7,0.0,16
COc1ccc(C(CNc2ccc(S(C)(=O)=O)cc2[N+](=O)[O-])N(C)C)cc1OC (stereo not given),9,0.4,0.0,-4
Cc1cccc(C)c1NC(=O)c1cc(S(=O)(=O)N2CCN(Cc3ccc4c(c3)OCO4)CC2)ccc1F,1,0.5,0.0,-8
Cc1cccc(CC(=O)N2CCC(Cn3ccnc3)CC2)c1,1,0.6,0.6,17
COC(=O)c1sc2nc(SCC(=O)Nc3ccc(F)cc3)n(N)c(=O)c2c1C,7,1.6,0.3,-4
CC(=NCCO)c1c(C)[nH]n(-c2nc3ccccc3s2)c1=O,21,-1.7,0.6,15
CC(=O)C1=C(O)C(=O)N(c2cccc(Br)c2)C1c1ccccc1Cl (stereo not given),2,0.0,-0.2,0
